High-throughput results from PubChem BioAssay.
PGC1a acetyl inh = modulators of PGC1a acetylation; U2OS PGC1a acetylation, AlphaScreen anti-acetyl-lysine; with virally co-expressed GCN5 acetyltransferase; inhibition, % at 15.6 µM; 350,000 compounds, 0.17% hits; AID 651687;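 active = every replicate shows inhibition of at least 40%; inconclusive = mean inhibition at least 40% but some replicate below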;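 note: 0% = neutral control wells and 100% = positive control wells; some results beyond the cut were filed as inactive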
RAD54 branch = inhibitors of human RAD54 branch migration | Q92698 | RAD54 Holliday junction branch migration, FAM/BHQ fluorescence | inhibition, % at 10.4 µM | 360,000 compounds, 0.14% hits | AID 602329;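 active = mean normalized replicate activity at least 40 and at least half of replicates scoring 40 or more; inconclusive = only one of the two criteria met; inactive = mean below 40 and under half of replicates reaching 40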;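 note: 0% = median of neutral control wells and 100% = median of positive control wells; inhibitors cause a drop in the FAM fluorescence signal; in these data hits start at about 50%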
RAD52 inh = blocks human RAD52 DNA annealing. recombinant RAD52 DNA annealing, FRET fluorescence. inhibition, % at 18.7 µM. 360,000 compounds, 0.46% hits. AID 651710;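 active = every replicate showing at least 50% inhibition; inconclusive = mean inhibition at least 50% but not in every replicate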
Cneo AK release = Cryptococcus neoformans lysis via adenylate kinase release; C. neoformans lysis, adenylate kinase release luminescence, 4 h; normalised: neutral wells 0, clomiphene wells 100; lysis activity, % at 15 µM; 360,000 compounds, 0.2% hits; AID 651654;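 active = mean lysis activity across replicates of at least 80%, whatever share of replicates individually reach that level; inactive = mean lysis activity below 80%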
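Assay system: log-phase C. neoformans yeast / Quantity: yeast cell density of 5 × 10^6 cells/mL / Medium: fresh YPD growth medium / Compound: single dose / Timing: static 4 h at 37 °C with compound, 1 h detection / Measured by: adenylate kinase release luminescence / Read-out: lysis from increased AK signal / Benchmarks: Clomiphene as positive lysis control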
ERAP1 HTS inh = blocks human ERAP1 aminopeptidase activity; recombinant ERAP1, Leu-AMC fluorescence, 60 min; AID 652197; Q9NZ08; inhibition, % at 10.7 µM; 340,000 compounds, 0.15% hits;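 active = mean replicate inhibition of at least 30%, or all replicates individually reaching that 30% level; inactive = mean below 30% and not every replicate reaching it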;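 note: 0% = neutral control wells and 100% = L-leucinethiol positive control wells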
E-sel inducer = E-selectin induction on HUVECs; P16581; HUVEC E-selectin immunofluorescence imaging; normalized: neutral wells 0, TNF-alpha wells 100; activation, % at 7.58 µM; 260,000 compounds, 0.37% hits;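 active = mean E-selectin-positive cell signal at least 10% of the positive control, reached in at least 60% of replicates, without over 20% cell loss; inconclusive = no rule given, readout overlaps actives, possibly toxicity-flagged; inactive = the rest, including those meeting only one limit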;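 note: in these data hits start at about 27%; measured in HUVEC primary endothelial cells; signal is the percent of cells scored E-selectin positive by PE staining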
Target sequence (P16581 whole entry, looked up): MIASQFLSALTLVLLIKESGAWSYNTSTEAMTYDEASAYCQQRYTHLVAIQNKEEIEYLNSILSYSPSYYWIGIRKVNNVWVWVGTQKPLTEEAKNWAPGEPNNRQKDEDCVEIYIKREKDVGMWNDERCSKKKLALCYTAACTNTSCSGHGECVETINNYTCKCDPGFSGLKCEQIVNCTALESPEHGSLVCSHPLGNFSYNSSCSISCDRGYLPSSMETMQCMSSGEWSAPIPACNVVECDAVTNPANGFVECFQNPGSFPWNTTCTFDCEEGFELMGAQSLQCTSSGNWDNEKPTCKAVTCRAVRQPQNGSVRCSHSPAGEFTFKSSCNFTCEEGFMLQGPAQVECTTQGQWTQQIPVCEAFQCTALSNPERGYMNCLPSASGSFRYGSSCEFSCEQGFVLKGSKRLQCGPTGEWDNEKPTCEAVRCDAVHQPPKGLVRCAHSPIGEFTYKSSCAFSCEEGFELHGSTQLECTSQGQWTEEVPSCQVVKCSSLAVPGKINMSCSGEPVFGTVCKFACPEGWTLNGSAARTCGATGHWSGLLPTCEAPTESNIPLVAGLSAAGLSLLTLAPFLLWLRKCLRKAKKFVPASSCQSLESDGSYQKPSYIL
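assay system = HUVEC, human umbilical vein endothelial cells | input = 3,000 HUVEC seeded per well | medium = EGM-2 growth medium on 0.1% gelatin-coated wells | dosing = one compound dose added by pin transfer | signal = immunofluorescence imaging | read-out basis = % PE-positive cells | control set = TNF-alpha, DMSO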
PglD DTNB = blocks C. jejuni PglD acetyltransferase activity; inhibition, % at 12.5 µM; AID 602405; 360,000 compounds, 0.098% hits; purified PglD enzyme, DTNB colorimetric CoA detection; in the data active = inhibition above about 16%, passing the limit was not always enough; inconclusive = no clear call, values can overlap the other calls; note: strong numbers were not always called active
miR122 inh = inhibitors of miR-122 in Huh7 cells | Huh7 miR-122 Renilla luciferase sensor, 48 h; neutral wells = 0, positive control = 100 | activation (reporter increase), % at 12.5 µM | 340,000 compounds, 0.3% hits;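 active = mean replicate activation score at least 90 and every replicate individually at or above 90; inconclusive = only one of the two criteria met; inactive = neither criterion met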;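 note: higher luciferase means less miR-122 activity so hits act as miR-122 inhibitors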
Active calls of the source: *; ? = inconclusive; · = no result given; [ ] = another dose, or the depositor's remark.

SMILES	PGC1a acetyl inh	RAD54 branch	RAD52 inh	Cneo AK release	ERAP1 HTS inh	E-sel inducer	PglD DTNB	miR122 inh
O=C(O)CC1SC(=Nc2ccccc2)N(c2ccccc2)C1=O (configuration not stated)	-1	4	·	-4	·	·	-6	-4
CN(C)S(=O)(=O)c1ccc2c(c1)C(=NNC(N)=O)c1cc(S(=O)(=O)N(C)C)ccc1-2	·	-22	4	-2	1	0.7	-3	·
Cc1ccc(CN2CCC(c3nc4ccc(Cl)cc4[nH]3)CC2)cc1	12	8	-76	1	-4	·	3	-4
O=C(NCCCn1ccnc1)c1ccc(Cl)c(S(=O)(=O)N2CCOCC2)c1	0	6	-5	-1	3	·	4	·
c1ccc(-c2cnnc3ccccc23)cc1	15	4	-1	2	0	0.0	3	-2
Cc1ccc(NC(=O)COc2ccc(/C=C3/NC(=O)NC3=O)cc2)cc1	·	2	-14	-1	3	4.0	-1	·
COc1ccc(OC)c(S(=O)(=O)N2CCC(C(=O)Nc3cccc(C(F)(F)F)c3)CC2)c1	0	0	·	1	·	·	1	-2
COc1ccc(-n2c(SCC(=O)Nc3cc(C)on3)nc3c([nH]c4ccccc43)c2=O)cc1	-26	-17	3	-1	2	1.9	7	3
COC(=O)C1=COC(C)C2CN3CCc4c([nH]c5cc(OC)c(OC)cc45)C3CC12 (configuration not stated)	-2	·	-160	-2	·	·	-2	6
CCOC(=O)C1=CCN(S(=O)(=O)c2ccc(C)cc2)C1c1cccc2ccccc12 (configuration not stated)	-27	-2	-5	5	-1	-0.3	-1	-5
Fc1ccc(-c2nnn(Cc3nc4ccccc4s3)n2)cc1	10	7	·	0	·	·	-1	9
CCn1c(C)c(C(C)=O)c(N2CCN(c3cccc(Cl)c3)CC2)nc1=S	-10	-4	·	0	·	·	0	0
Cc1nc(OCC(C)C)c2sc3nc4c(cc3c2n1)COC(C)(C)C4	-4	-11	-18	-1	·	·	1	9
COc1ccc(C2CC(=O)NC(=O)C2)cc1	-8	6	-5	0	1	0.0	8	-1
O=C(Nc1ccc(N2CCCC2)cc1)C(c1ccccc1)c1ccccc1	10	2	·	2	·	·	5	-3
Cc1nnc(SCC(=O)Nc2ccccc2)n1CCc1ccccc1	·	-5	-14	-6	-1	·	-5	4
Cn1c(SCC(=O)Nc2ccccc2F)nnc1C1CCCCC1	·	1	-27	0	2	·	1	·
COc1ccc(-c2cc(=O)oc3c(C)c(OCc4nn[nH]n4)ccc23)cc1	6	-7	·	0	·	·	2	-4
O=C(N/N=C/C1CC=CCC1)c1cc(-c2cccnc2)nc2ccccc12 (configuration not stated)	8	·	7	·	-3	0.2	·	-1
C=CCCC(=O)N1C[C@H]2CON(C)[C@H]2C[C@H]1c1cccc(Nc2ccccc2)c1	-1	1	-4	0	0	·	-1	-6
Cc1ccc(S(=O)(=O)N2CCN(C(=O)CN3CCOCC3)C2c2ccccc2)cc1 (configuration not stated)	-4	-5	·	6	·	·	0	2
C[C@@H]1CN([C@H](C)CO)C(=O)Cc2cc(NC(=O)Cn3cnnn3)ccc2O[C@@H]1CN(C)C(=O)Nc1ccc2c(c1)OCO2	4	1	0	-2	1	2.5	-1	2[16.7 µM]
CCOC(=O)C1CCCN(C(=O)C2c3ccccc3Oc3ccccc32)C1 (configuration not stated)	-14	-38	·	0	·	·	0	18
O=C1CNC(=O)N1	-10	-2	-14	1	1	0.8	0	-5
C[C@@H]1CN([C@H](C)CO)C(=O)c2cc(NS(=O)(=O)c3ccc(Cl)cc3)ccc2O[C@H]1CN(C)CC1CCCCC1	·	-3	17	0	-3	-3.6	3	-2[16.7 µM]
CN(CC(=O)Nc1ccc(Cl)c(C(F)(F)F)c1)C(=O)COC(=O)C1CC2CCCC(C1)C2=O (configuration not stated)	-9	-3	-15	0	1	-0.1	-1	-7
O=C(C[C@H]1CC[C@H]2[C@@H](COC[C@@H](O)CN2S(=O)(=O)c2cccc(Cl)c2)O1)N1CCOCC1	7	2	6	40	-2	-0.1	-2	4[16.7 µM]
COc1ccc(C(=O)ON=C2CCN(c3ccc([N+](=O)[O-])cc3)CC2)cc1	6	2	·	0	·	-2.0	-3	-26
COCCOc1cc(NC(=O)c2sccc2Oc2ccc([N+](=O)[O-])cc2F)c(Cl)cc1Cl	-30	-3	·	0	·	·	1	-4
O=C(O)/C=C/c1ccc2c(c1)OCCO2	-1	8	-4	-1	1	-1.3	2	3
Cc1ccc(C(=O)N2CCN(c3ncnc4c(C)csc34)CC2)cc1	9	-7	-24	3	·	·	-3	-5
CC(=O)Nc1ccc2c(c1)C(=O)N(C)[C@H]1CC[C@H](CC(=O)NCCCN3CCOCC3)O[C@H]1CO2	4	6	-7	-2	1	-0.1	0	-17[16.7 µM]
CCOc1ccc(C2Nc3ccccc3NC3=C2C(=O)CC(C)(C)C3)cc1OC (configuration not stated)	-6	-22	-36	-2	0	·	-4	7
CNS(=O)(=O)c1cccc(C(=O)OCC(=O)Nc2ccccc2OC(F)F)c1	-7	5	·	3	·	·	-2	-6
O=C(CN(C(=O)c1csnn1)c1ccccc1C(F)(F)F)NCc1ccccc1	·	-7	-14	3	3	-0.1	0	·
CO[C@H]1CC[C@H]2CCN(C)C(=O)C[C@H](c3ccccc3)CN(C)C(=O)c3cccc(C#N)c3OC[C@H]1O2	·	2	6	49	2	0.0	0	·
O=C1CN(C(=O)NCC(=O)N[C@@H](C(=O)O)c2ccccc2)c2ccccc2N1	2	-1	-5	4	1	·	5	-6
Cc1cn([C@H]2C[C@H](O)[C@@H](CNS(=O)(=O)N3CCCC3)O2)c(=O)[nH]c1=O	-7	-3	-8	-1	5	-0.1	-3	1
CO[C@@H]1CN(C)C(=O)c2ccc(NC(=O)c3nc4ccccc4s3)cc2OC[C@@H](C)N(Cc2ccncc2)C[C@@H]1C	0	-2	11	-2	-3	-0.2	4	·
Cc1cccc(S(=O)(=O)N2C[C@@H]3[C@H](c4ccccc42)[C@H](CO)N3CC2CCOCC2)c1	6	-9	-48	-2	4	-0.1	0	-7[16.7 µM]
Cc1ccccc1S(=O)(=O)N1C[C@H](O)COC[C@H]2O[C@H](CC(=O)N3CCC(Cc4ccccc4)CC3)CC[C@@H]21	-4	3	23	-3	1	0.1	-5	-3[16.7 µM]
C[C@@H]1CN([C@@H](C)CO)C(=O)Cc2cc(NC(=O)C3CC3)ccc2O[C@@H]1CN(C)Cc1ccccc1	·	-5	-7	1	0	0.1	2	0[16.7 µM]
COC(=O)c1[nH]c2ccccc2c1NS(=O)(=O)c1ccc(F)c(C)c1	-18	-7	·	1	·	·	-1	12
COCC(=O)N1[C@H](C#N)[C@H](c2ccccc2-c2ccccc2F)[C@H]1CO	0	·	6	·	2	0.1	·	·
O=C(NCc1cccs1)C1Cc2c(-c3ccc(Cl)cc3)ccnc2O1 (configuration not stated)	-101	-2	4	3	-2	1.2	-1	3
CC(C)NC(=O)N1CCCCN2[C@@H](CO)[C@H](c3ccc(C#C[C@@H](C)O)cc3)[C@@H]2C1	5	-13	-7	0	·	0.2	2	4[16.7 µM]
CC(C)NC(=O)N(C)C[C@H]1Oc2ccc(NS(=O)(=O)c3cn(C)cn3)cc2C(=O)N([C@@H](C)CO)C[C@H]1C	4	-6	-8	-4	2	0.1	-1	1[16.7 µM]
Oc1ccccc1C(=S)N1CCN(c2cccc(Cl)c2)CC1	22	-1	-2	-1	0	·	-8	2
O=C(Cn1c(=O)[nH]c2ccccc2c1=O)N1CCN(Cc2ccc3c(c2)OCO3)CC1	2	-2	1	-2	2	·	3	-2
CC(C)NC(=O)Nc1ccc2c(c1)CC(=O)N([C@@H](C)CO)C[C@H](C)[C@H](CN(C)Cc1ccc(Cl)c(Cl)c1)O2	15	-24	-7	3	0	-4.2	3	-13[16.7 µM]
Later entries:
SMILES	PGC1a acetyl inh	RAD54 branch	RAD52 inh	Cneo AK release	ERAP1 HTS inh	E-sel inducer	PglD DTNB	miR122 inh
Cc1cc(=O)oc2cc(OCC(=O)N3CCN(C(=O)C4COc5ccccc5O4)CC3)ccc12 (configuration not stated)	·	-3	-6	-1	-1	·	-5	-6
COc1ccccc1CNC(=O)C(=O)Nc1ccc(C(=O)N2CCC(C)CC2)cc1	3	-6	-5	1	-5	·	3	0
COc1ccccc1NC(=O)CSc1nc(C)c2c(c1C#N)CCCC2	-10	6	-4	-3	2	·	5	3
O=C(Cn1c(=O)n(-c2ccccc2)c(=O)n1CC(=O)N1CCCCC1)N1CCCCC1	3	3	·	-1	·	-1.2	-3	0
N/C(Cc1cccc2ccccc12)=N\OC(=O)c1ccc2c(c1)OCO2	39	4	-2	1	0	·	-3	?
O=C(C[C@@H]1CC[C@H]2[C@@H](COC[C@@H](O)CN2C(=O)Cc2ccccc2)O1)NC1CCC1	-2	-12	8	5	2	0.0	-2	25[16.7 µM]
